# Compound activity deposited in PubChem by several laboratories.
# HePTP inhibitor = inhibitors of human HePTP phosphatase, primary screen, biochemical, absorbance, leukemia target; Tyrosine-protein phosphatase non-receptor type 7 (Homo sapiens), P35236; recombinant HePTP phosphatase activity, OD absorbance; inhibition, % at 20 µM; 0.64% of 110,000 active; AID 521, 2006; in the data active means inhibition above about 50%;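 further: plate controls were vehicle for no effect and reference inhibitor for full effect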
# Target sequence (P35236 whole entry, looked up): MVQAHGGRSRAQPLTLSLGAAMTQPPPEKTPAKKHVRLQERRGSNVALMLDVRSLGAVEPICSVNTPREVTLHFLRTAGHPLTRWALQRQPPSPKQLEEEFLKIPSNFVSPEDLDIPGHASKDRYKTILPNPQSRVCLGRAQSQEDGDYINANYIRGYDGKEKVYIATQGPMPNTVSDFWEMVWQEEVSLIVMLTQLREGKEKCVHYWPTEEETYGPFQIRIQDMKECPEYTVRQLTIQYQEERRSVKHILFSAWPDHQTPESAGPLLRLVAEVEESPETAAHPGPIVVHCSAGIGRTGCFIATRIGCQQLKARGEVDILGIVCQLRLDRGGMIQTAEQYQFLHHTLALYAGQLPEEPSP
# BAP1 inh = inhibitors of BAP1 deubiquitinase, primary screen, biochemical, Ub-AMC fluorescence, kinetic. 0.48% of 72,000 active. recombinant BAP1, Ub-AMC hydrolysis fluorescence kinetic; stronger effect = lower value. activity remaining (% of control), % at 20 µM. AID 436, 2006. Ubiquitin carboxyl-terminal hydrolase BAP1 (Homo sapiens), Q92560;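 active means activity remaining at or below 50% of control, provided the compound also passes the data quality filters; inactive means the rest, including low values that fail the filters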;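 further: 100% = DMSO wells rate and 0% = substrate alone blank rate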
# Target sequence (Q92560 whole entry, looked up): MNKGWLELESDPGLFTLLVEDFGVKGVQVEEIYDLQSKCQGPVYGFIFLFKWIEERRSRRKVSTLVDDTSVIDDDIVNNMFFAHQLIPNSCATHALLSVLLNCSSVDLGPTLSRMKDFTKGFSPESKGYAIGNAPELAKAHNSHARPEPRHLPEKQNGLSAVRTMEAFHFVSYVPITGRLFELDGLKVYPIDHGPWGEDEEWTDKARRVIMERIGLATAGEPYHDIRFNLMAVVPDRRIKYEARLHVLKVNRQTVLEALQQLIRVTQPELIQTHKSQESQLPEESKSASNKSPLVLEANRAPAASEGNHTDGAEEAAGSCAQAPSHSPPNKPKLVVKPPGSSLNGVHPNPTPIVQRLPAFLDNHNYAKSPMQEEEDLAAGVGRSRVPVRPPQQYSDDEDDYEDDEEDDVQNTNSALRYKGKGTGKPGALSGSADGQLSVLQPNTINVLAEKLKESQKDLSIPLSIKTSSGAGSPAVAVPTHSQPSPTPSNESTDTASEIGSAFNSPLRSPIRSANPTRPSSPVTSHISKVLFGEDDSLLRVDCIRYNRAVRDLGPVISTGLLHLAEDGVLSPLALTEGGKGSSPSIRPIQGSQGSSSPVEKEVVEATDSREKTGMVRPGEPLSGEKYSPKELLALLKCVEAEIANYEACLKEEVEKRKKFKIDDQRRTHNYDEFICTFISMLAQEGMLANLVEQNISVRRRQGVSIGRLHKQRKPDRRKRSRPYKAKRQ
# Numbers without * were called inactive; . = no result given; & = joins results of further samples.
SMILES,HePTP inhibitor,BAP1 inh
O=C(Cc1c(F)c(F)c(F)c(F)c1F)OC12CC3CC(C1)C(=O)C(C3)C2,6,107
CC(C(=O)NCc1ccccn1)N1C(=O)c2ccccc2C1=O (stereo not drawn),-2,107
Cc1cc(C)nc(SCC(=O)N2c3ccccc3Sc3ccc(Cl)cc32)n1,13,.
Cc1ccc(C)c(S(=O)(=O)Nc2ccc3oc4c(c3c2)C(=O)CCC4)c1,-1,.
C=C1C(=O)O[C@@H]2[C@H]3O[C@]3(C)CCC=C(C)CC[C@@H]12,.,100
CN(C)c1ncnc2c1ncn2[C@@H]1OC(CO)C(O)C1O (stereo partly drawn),1,.
CSc1ccc(/C=N/NC(=O)c2c[nH]c3ccccc23)cc1,7,.
COc1ccc(C(=O)Nc2nnc(CCS(=O)(=O)c3ccc4ccccc4c3)s2)cc1OC,7,.
CCN(CCCNC(=O)COc1cc(=O)n(C)c2ccccc12)c1ccccc1,1,103
CCN1CCN(c2ncc(C(=O)Nc3c(F)cc(F)cc3Br)c3ccccc23)CC1,14,59
CCSC(=N)N,.,92
COc1ccc(S(=O)(=O)c2c(N)n(Cc3ccco3)c3nc4ccccc4nc23)cc1,11,723
COc1ccc(C(=O)NCc2n[nH]c(=S)n2-c2ccccc2)c(OC)c1,.,72
COc1ccccc1NC(=O)c1ccc(Oc2ccc(C(=O)Nc3ccccc3OC)cc2)cc1,-2,.
COc1cccc(Oc2c(C)oc3c(CN4CCOCC4)c(O)ccc3c2=O)c1,-2,.
Cc1ccc([N+](=O)[O-])cc1S(=O)(=O)n1nnc2ccccc21,8,.
Cc1cc(C)nc(NC(=O)Nc2ccccc2C(F)(F)F)n1,9,142
O=C(NCCCn1ccnc1)c1ccncc1,1,106
CCOc1ccc2nc(SCC(=O)Nc3ccccc3OCC)sc2c1,0,.
CCOC(=O)c1cc2sccc2n1CC(=O)OC(C)C,9,108
CC(=O)Nc1ccc(S(=O)(=O)c2c(N)n(CCN3CCOCC3)c3nc4ccccc4nc23)cc1,-12,.
CCC1(CC)NC(=O)N(CC(=O)Nc2sc3c(c2C(N)=O)CCC3)C1=O,19,56
Cc1ccccc1OCC(=O)Nc1cccc(-c2nc3ccccc3[nH]2)c1,4,.
COCCn1c(CN(C)Cc2ccccc2)nc2c1c(=O)n(C)c(=O)n2C,3,84

# An excerpt from above in order of length of the SMILES, falling.
SMILES,HePTP inhibitor,BAP1 inh
COc1ccc(C(=O)Nc2nnc(CCS(=O)(=O)c3ccc4ccccc4c3)s2)cc1OC,7,.
CCN1CCN(c2ncc(C(=O)Nc3c(F)cc(F)cc3Br)c3ccccc23)CC1,14,59
Cc1cc(C)nc(SCC(=O)N2c3ccccc3Sc3ccc(Cl)cc32)n1,13,.

# Further compounds follow.
SMILES,HePTP inhibitor,BAP1 inh
CN(C)S(=O)(=O)N1CCN(CC(=O)Nc2cc(Cl)ccc2Cl)CC1,0,76
CC(=O)C1=C(O)C(=O)N(CO)C1c1ccccc1F (stereo not drawn),1,102
Cc1ccc(N)cc1NC(=O)c1ccccc1,9,.
O=C(O)c1[nH]nc2c1COc1ccccc1-2,-5,61
CCOC(=O)c1cnn(-c2nc(SC)nc3sc4c(c23)CCC4)c1N,13,.
COc1ccccc1OCCOc1c(Cl)cc(/C=N/n2cnnc2)cc1OC,-6,.
COc1ccc(NC(=O)CN(c2cccc(C(F)(F)F)c2)S(C)(=O)=O)c(OC)c1,6,.
Cn1ncc2c(Nc3ccccc3Br)ncnc21,-1,148
Clc1ccccc1C(c1nnnn1Cc1ccco1)N1CCN(Cc2ccco2)CC1 (stereo not drawn),9,99
COc1ccc(OC)c(CNc2ccccc2)c1,7,.
CCOc1ccc(NS(=O)(=O)c2ccc3[nH]cc(C(=O)NCCOC)c(=O)c3c2)cc1,0,.
O=C(CSc1nc2[nH]ncc2c(=O)n1-c1ccccc1Br)NCc1ccco1,6,106

# Single records, as listed above.
# Shown for CCOc1ccc(NS(=O)(=O)c2ccc3[nH]cc(C(=O)NCCOC)c(=O)c3c2)cc1 → HePTP inhibitor: 0; BAP1 inh: .
# Shown for COc1ccc(NC(=O)CN(c2cccc(C(F)(F)F)c2)S(C)(=O)=O)c(OC)c1 → HePTP inhibitor: 6; BAP1 inh: .
# Shown for CCOC(=O)c1cnn(-c2nc(SC)nc3sc4c(c23)CCC4)c1N → HePTP inhibitor: 13; BAP1 inh: .

# Continuation:
SMILES,HePTP inhibitor,BAP1 inh
Cc1oc2cc(O)ccc2c(=O)c1-c1cnn(-c2ccccc2)c1,-3,.
Cc1ccc2c(c1C)NC(C)CC2C (stereo not drawn),-1,103
CC1(C)Cc2[nH]c(=S)c(C#N)cc2CO1,-4,73
CCOc1ccc(C=Nc2ccccc2Sc2c(C)n[nH]c2C)cc1,.,74
Cc1ccc(S(=O)(=O)NC(=NC(C)C(=O)O)c2ccccc2)cc1 (stereo not drawn),8,92
Cc1ccc(N2CCN(/N=C\c3ccccc3F)CC2)cc1,-12,.
O=C1CC(c2nc3ccccc3[nH]2)CN1Cc1ccccc1 (stereo not drawn),10,92
O=c1c(-c2ccc(F)cc2)coc2cc(O)ccc12,-10,106
CCCCc1cc(=O)oc2cc(OC(C)=O)ccc12,8,.
CC(=O)C(C(=O)c1ccccc1)C1(O)C(=O)Nc2ccccc21 (stereo not drawn),-7,.
Cc1cc(Nc2ccc3c(c2)n(C)c(=O)n3C)n2c(nc3ccccc32)c1C#N,4,.
COc1ccc(NC(=O)Nc2ccc(N3CCCC3=O)cc2)cc1OC,1,96
CCCn1c(Sc2nnnn2-c2ccccc2)n[nH]c1=O,-1,149
O=C(O)c1ccccc1N=Nc1cc(-c2ccccc2)oc1O,101*,.
O=[N+]([O-])c1ccc(S(=O)(=O)Nc2ccccc2CO)cc1,-12,.
CCOc1cc(/C=C2/SC(=S)N(CC)C2=O)ccc1OCc1ccccc1Cl,-13,.
Nc1c(N2CCCC2)cc(Cl)c2nonc12,4,94
Cc1onc(-c2c(Cl)cccc2Cl)c1C(=O)NC1CCCCCCC1,11,.
CCCOc1ccc(C(=O)Nc2cc(C(=O)OC)cc(C(=O)OC)c2)cc1,-2,.
O=C(CSc1nc2c(c(=O)n1-c1ccc(Cl)cc1)SCC2)NCC1CCCO1 (stereo not drawn),1,.
O=C(Oc1ccc2oc(=O)sc2c1)c1ccccc1,-6,.
Cc1ccc(-c2nc3cnccn3c2Nc2ccccc2)o1,-8,103
COCCN1C(=O)/C(=C\c2ccc(SC)cc2)C(C(=O)OC)=C1C,-8,.
Cc1cc(C)n(C(=O)CSc2nnc(SCC(=O)n3nc(C)cc3C)s2)n1,-5,101
COc1cccc(C(=O)CSc2nnc(-c3cc(OC)cc(OC)c3)o2)c1,8,80
c1ccc(-c2ccc(-n3cnc4ccccc43)cc2)cc1,-1,.
COc1ccc2nc(NC(=O)COC(=O)CN3C(=O)c4ccccc4C3=O)sc2c1,-3,.
CC(c1ccccc1)C1CC(=O)N(c2ccc(C(=O)O)cc2)C1=O (stereo not drawn),-10,84
COc1ccc(C(C)C)cc1S(=O)(=O)N1CCN(C)CC1,11,150
CCOc1cccc(C(=O)N2CCCCC2c2cccnc2)c1 (stereo not drawn),0,96
O=C(Cn1cc2c(n1)CCCC2)N1CCCc2ccccc21,-2,89
COc1ccc(CN2CCN(C(=O)c3ccccc3)CC2)cc1Br,-8,.
CCC(C)(C(=O)NC1CCCC1)N(Cc1ccco1)C(=O)c1ccc2c(c1)OCO2 (stereo not drawn),4,99
CCc1ccc(C2N(c3ccc(OC)cc3)C(=O)C3CCCN32)cc1 (stereo not drawn),4,94
COc1ccc(-c2cc(C(=O)N3CCc4ccccc4C3)no2)cc1OC,-12,94
O=C(CCCSc1nc2ccccc2[nH]1)Nc1nnc(-c2ccccc2)o1,.,121
N#Cc1c(NC(=O)CN2CCOCC2)oc(-c2ccccc2)c1-c1ccccc1,-3,145
Cc1cc(C)c2ccc(C=Cc3ccccc3[N+](=O)[O-])nc2c1O,.,92
CCCCNC(=O)Nc1ccccc1C(=O)NCc1ccco1,8,100
Cc1cc([N+](=O)[O-])ccc1NCc1cc(F)ccc1F,0,.
CCOC(=O)c1cc2sc(C)cc2n1CC(=O)N1CCN(C(=O)c2ccco2)CC1,10,116
COCCOC(=O)C1=C(C)NC2=C(C(=O)CCC2)C1c1cc2c(cc1Br)OCO2 (stereo not drawn),-1,70
CN(C)S(=O)(=O)c1cccc(C(=O)NCC2CCCO2)c1 (stereo not drawn),4,100
COc1ccc(C2NC(=O)NC(C)=C2C(=O)OCCSc2ccccc2)cc1 (stereo not drawn),.,109
Cc1ccc(S(=O)(=O)Nc2cc(C(C(=O)OC(C)C)C(=O)C(F)(F)F)c(O)c3ccccc23)cc1 (stereo not drawn),4,131
Cc1nnc(NC(=O)Cc2cccs2)s1,17,88
COc1cc2c(cc1OC)C(C(=O)NCc1cccnc1)C(c1cccnc1)N(C)C2=O (stereo not drawn),-7,.
O=C(Nc1nc(-c2cc([N+](=O)[O-])cs2)cs1)c1ccc(S(=O)(=O)N2CCCC2)cc1,.,85

# Copied from the list:
# Under HePTP inhibitor, Cc1nnc(NC(=O)Cc2cccs2)s1 is listed with 17
# Under BAP1 inh, COc1ccc(C2NC(=O)NC(C)=C2C(=O)OCCSc2ccccc2)cc1 (stereo not drawn) is listed with 109

# Going on with the list.
SMILES,HePTP inhibitor,BAP1 inh
COc1ccc(C(=O)Oc2ccc(Cl)c3cccnc23)cc1OC,.,134
Cc1nc(CN2CCCC2=NC#N)n(-c2ccccc2)n1,10,101
Cc1cccc(OCCCC(=O)Nc2ccc(S(=O)(=O)Nc3onc(C)c3C)cc2)c1,7,112
CCOCCOC(=O)c1ccc(NC(=O)c2cccnc2)cc1,1,.
CCN1C(=O)CSC1=Nc1ccc(C(=O)O)cc1,2,.
COc1ccc(OC)c(Nc2ncnc3c2cnn3-c2ccccc2)c1,5,168
Fc1ccc([C@@H]2CCNC[C@H]2COc2ccc3c(c2)OCO3)cc1,.,94
COc1ccc(-n2c(-c3cc(OC)c(OC)c(OC)c3)n[nH]c2=S)cc1,-1,.
Cc1ccccc1C(=O)Nc1cccc(Oc2ccc3c(c2)C(=O)N(c2ccccc2)C3=O)c1,3,.
CN(C)CCNC(=O)c1cc2ccccc2oc1=O,4,205
COc1cc(/C=N/NC(N)=O)ccc1Oc1nc(Nc2ccc(C)cc2Br)nc(N2CCOCC2)n1,9,.
O=C(NCc1ccc2c(c1)OCO2)c1cccc(I)c1,3,.
CC(C)Cc1cc(C(=O)Nc2sc3c(c2C#N)CCCC3)no1,0,73
Cc1nn(CCCNC(=O)C2CCCO2)cc1Br (stereo not drawn),5,145
Cc1ccc(CNC(=O)CSc2ncccn2)cc1,7,58
COc1ccc(Br)cc1/C=C/C(=O)Nc1cccc(S(N)(=O)=O)c1,1,.
CSc1nc2c(cc1C#N)CCCC2,1,.
O=C(c1cccc2ccccc12)N1CCN(c2nc3ccc([N+](=O)[O-])cc3s2)CC1,-2,.
Cc1ccc(-c2ccc(OCC(=O)N3CCCc4ccccc43)cc2)cc1,1,.
COc1ccc(S(=O)(=O)Nc2cc(C)ccc2OC)cc1C,-6,163
COc1ccc(CCNC(=O)CC2Nc3ccccc3NC2=O)cc1OC (stereo not drawn),9,79
O=C(c1cccc(C(=O)N2CCN(c3ccccc3F)CC2)c1)N1CCN(c2ccccc2F)CC1,4,92
COc1cc(C(=O)N2CCN(c3ccccc3)CC2)c([N+](=O)[O-])cc1OC,4,.
Nc1nc(Cl)nc2c1ncn2[C@@H]1O[C@H](CO)[C@@H](O)[C@H]1O,5,67

# Reprinted at random: 3 records from the list
SMILES,HePTP inhibitor,BAP1 inh
O=C(c1cccc2ccccc12)N1CCN(c2nc3ccc([N+](=O)[O-])cc3s2)CC1,-2,.
COc1cc(C(=O)N2CCN(c3ccccc3)CC2)c([N+](=O)[O-])cc1OC,4,.
CC(C)Cc1cc(C(=O)Nc2sc3c(c2C#N)CCCC3)no1,0,73

# More compounds follow:
SMILES,HePTP inhibitor,BAP1 inh
Cc1cc(Nc2ccc(F)c(Cl)c2)n2ncnc2n1,6,94
O=C(CSc1nc2ccccc2s1)c1ccc2c(c1)Cc1ccccc1-2,-19,.
COc1ccc2nc(NC(=O)C3CCCN(S(=O)(=O)c4c(C)noc4C)C3)sc2c1 (stereo not drawn),8,103
COc1ccc(C)cc1S(=O)(=O)N(C)CC(=O)NC1CCCCC1,4,56
CCN(CCNC(=O)CN1CCN(Cc2ccc(Cl)cc2)C1=O)c1ccccc1,5,106
COc1ccc(-c2nnc(SCCc3ccccc3)n2N)cc1,9,138
Cn1c(=O)c2[nH]cnc2n(-c2ccccc2)c1=O,6,83
O=C(Cc1ccccc1)N1CCC(C(=O)N2CCN(c3ccc(F)cc3)CC2)CC1,5,.
COC(=O)c1ccccc1NC(=O)COc1ccc(C)cc1C,-10,.
Cc1cc(C)cc(NC(=O)CN(c2ccc(Oc3ccccc3)cc2)S(C)(=O)=O)c1,6,.
COC(=O)c1sc(N)c(C(=O)OC)c1CSc1nnnn1C,1,135
O=C(CCCC(=O)N1CCCCC1)NCc1ccco1,5,.
COc1ccc(-n2nnnc2SCC(=O)Nc2ccc3c(c2)OCCO3)c(OC)c1,4,82
CCOC(=O)c1c(NC(=O)COC(=O)C(CCSC)NC(C)=O)sc2c1CCCC2 (stereo not drawn),6,.
CCc1cccc(C)c1NC(=O)c1cc(OC)c(OC)cc1[N+](=O)[O-],8,.
O=C(NC(=S)Nc1ccc(F)cc1)c1ccccc1,-7,.
CC1(C)CC(=O)C=C(NCc2ccncc2)C1,9&11,73
CCCCCCCc1c(C)[nH]n(-c2nnc3c(n2)[nH]c2ccccc23)c1=O,4,.
Cc1ccc(S(=O)(=O)N(Cc2ccccc2)c2ccccc2C(=O)NCc2ccccc2)cc1,-8,.
O=C1C(=O)N(Cc2ccc(F)cc2)c2ccc(Br)cc21,-8,.
COc1ccc2c(c1)CC/C(=C/Nc1ccc3c(c1)OCO3)C2=O,1,.
Cc1ccc(NC(=O)c2c(C)nc3ccccn23)cc1,7,.
COC(=O)c1cc(NC(=O)c2ccc(OCc3ccccc3)cc2)cc(C(=O)OC)c1,-6,.
